# HUVEC prolif 384 – inhibitors of HUVEC proliferation, primary screen, cell-based, 384-well; CellTiter-Glo luminescence, 72 h; active compounds read low; viability, % at 10 µM (by protocol); 86,000 compounds, 1.1% hits; AID 648, 2007;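 active = viability at or below 30%; inactive = viability above 30%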;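 note: 100% = median luminescence of DMSO-only cell control wells on each plate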
# CYP2C19 inh – blockers of cytochrome P450 2C19 activity – biochemical, luminescence, ADME assay, primary screen. AID 778, 2007. inhibition, % at 5 µM. 96,000 compounds, 21% hits. P33261. CYP2C19 Supersomes, luciferin-H EGE luminescence, 30 min;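 active = CYP2C19 inhibition above a set limit at 5 µM in the primary screen, cut at about 50% in these data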;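 note: plate controls were negative control wells for no effect and 2.5 mM tranylcypromine positive control for full effect; values of inactives mirror those of a sister screen read the other way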
# Target sequence (P33261 whole entry, looked up): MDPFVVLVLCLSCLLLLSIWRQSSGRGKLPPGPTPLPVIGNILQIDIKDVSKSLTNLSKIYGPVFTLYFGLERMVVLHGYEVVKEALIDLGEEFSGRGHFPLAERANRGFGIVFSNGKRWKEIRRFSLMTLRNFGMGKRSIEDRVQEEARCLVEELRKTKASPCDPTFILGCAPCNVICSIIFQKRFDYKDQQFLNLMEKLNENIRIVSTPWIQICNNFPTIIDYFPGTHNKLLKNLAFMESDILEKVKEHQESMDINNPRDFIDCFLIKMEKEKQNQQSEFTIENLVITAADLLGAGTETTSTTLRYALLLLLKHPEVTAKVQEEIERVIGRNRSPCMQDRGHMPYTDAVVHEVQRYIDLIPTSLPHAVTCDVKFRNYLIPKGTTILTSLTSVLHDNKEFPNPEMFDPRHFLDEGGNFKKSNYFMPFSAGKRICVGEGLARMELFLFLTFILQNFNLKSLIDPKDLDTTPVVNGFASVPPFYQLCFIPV
# Mac1 fbg enh – enhancers of CD11b/CD18 adhesion to fibrinogen, primary screen, K562 cells, luminescence; AID 1499, 2009; 93,000 compounds, 0.07% hits; activation, % at 10 µM; Integrin beta-2 (Homo sapiens) + Integrin alpha-M (Homo sapiens), P05107+P11215; ATPlite luminescence;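 active = 10 µM primary screen giving 50% or more activity, confirmed by 40% or more on retest at that dose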; note: strong numbers were not always called active
# Mac1 fbg inh – inhibitors of CD11b/CD18 adhesion to fibrinogen, primary screen, K562 cells, luminescence | Integrin beta-2 (Homo sapiens) + Integrin alpha-M (Homo sapiens), P05107+P11215 | 93,000 compounds, 0.54% hits | inhibition, % at 10 µM | ATPlite luminescence; Mn2+ added to activate the integrin;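 active = primary inhibition of 50% or more at 10 µM, then 40% or more on retest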; note: some results filed as inactive read as strong as hits
# ERa SRC1 pot – enhancers of ERα–SRC-1 coactivator binding, primary screen, biochemical, TR-FRET, ERα LBD, low estradiol. Estrogen receptor (Homo sapiens), P03372. TR-FRET ERalpha-LBD/SRC-Cy5 coactivator binding, 2 h; 100 = basal binding, no effect. coactivator binding (% of control), % at 25.6 µM. 86,000 compounds, 1.3% hits; in the data active = activity above about 200%;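 note: binding measured in presence of low estradiol as agonist stimulus; 0% = peptide alone without receptor and 100% = receptor with peptide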
# Target sequence (P03372 whole entry, looked up, the tested form may be a part): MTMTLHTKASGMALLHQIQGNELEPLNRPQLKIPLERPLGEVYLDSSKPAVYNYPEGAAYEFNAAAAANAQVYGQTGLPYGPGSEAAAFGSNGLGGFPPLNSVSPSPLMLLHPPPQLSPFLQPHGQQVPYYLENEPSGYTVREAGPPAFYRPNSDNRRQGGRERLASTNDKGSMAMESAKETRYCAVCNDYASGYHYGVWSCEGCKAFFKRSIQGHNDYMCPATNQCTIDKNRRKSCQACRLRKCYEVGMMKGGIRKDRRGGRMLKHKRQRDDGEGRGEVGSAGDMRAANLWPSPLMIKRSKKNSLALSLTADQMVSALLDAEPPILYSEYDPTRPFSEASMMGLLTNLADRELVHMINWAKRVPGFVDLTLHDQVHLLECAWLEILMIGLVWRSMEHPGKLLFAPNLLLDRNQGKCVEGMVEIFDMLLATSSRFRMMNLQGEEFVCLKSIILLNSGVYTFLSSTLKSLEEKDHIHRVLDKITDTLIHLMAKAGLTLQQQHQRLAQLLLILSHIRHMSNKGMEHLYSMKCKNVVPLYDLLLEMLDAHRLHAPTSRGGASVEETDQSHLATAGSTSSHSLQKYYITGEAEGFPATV
# ERa SRC1 inh – ERα–SRC-1 coactivator interaction inhibitors, primary screen, biochemical, TR-FRET, ERα LBD, estradiol-bound; Estrogen receptor (Homo sapiens), P03372; TR-FRET ER-alpha LBD / SRC-1 peptide; inhibition, % at 25.6 µM; 86,000 compounds, 1.7% hits; AID 629, 2007; in the data active = inhibition above about 50%;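 note: 0% = receptor plus peptide control and 100% = peptide only without receptor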
# CYP2C19 activ – human CYP2C19 activators, primary screen, biochemical, luminescence | Cytochrome P450 2C19 (Homo sapiens), P33261 | recombinant CYP2C19, luciferin-H EGE luminescence; active compounds read high; 0 = fully inhibited enzyme, 1 = untreated enzyme | activation factor at 5 µM | 96,000 tested, under 10 active | AID 1025, 2008;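 active = activation factor of at least 2 at 5 µM in the primary screen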;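 note: 0 = wells with 2.5 mM tranylcypromine and 1 = vehicle-only wells; values of inactives mirror those of a sister screen read the other way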
# H69AR growth 86K – proliferation blockers of H69AR lung cancer cells, primary screen, cell-based, human, 86K library; viability, % at 10 µM; 85,000 compounds, 6% hits; AID 598, 2007; H69AR lung tumor viability, ATP luminescence, 72 h; active compounds read low;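 active = viability at or below 40%; inactive = viability above 40%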;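 note: multidrug resistant small cell line overexpressing MRP-1 efflux transporter; 100% = mean luminescence of untreated control wells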
# Fibroblast inh – antiproliferative effect on LL 47 fibroblasts – human, LL 47 cells, CellTiter-Glo luminescence, primary screen | LL 47 human lung fibroblast viability, ATP luminescence; active compounds read low | viability, % at 10 µM | 85,000 compounds, 1.1% hits;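 active = viability at or below 50% in the single dose screen; inactive = viability above 50%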;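 note: compound exposure lasted 72 h before the ATP readout; 100% = median luminescence of untreated cell-only wells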
#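 test system = LL 47 human lung fibroblasts | amount = 1,150 fibroblasts seeded per well | medium = 15% FBS in IMEM | times = overnight cell rest, 72 h compound treatment at 37 °C | measured by = CellTiter-Glo luminescence measuring cellular ATP | read-out = viability percentage against median untreated-cell control | benchmarks = cell-only wells, no compound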
# An asterisk follows results filed as active; . = no result given; [ ] = another dose, or the depositor's remark. The order is random (roughly 26% active in at least one column).
item	compound	HUVEC prolif 384	CYP2C19 inh	Mac1 fbg enh	Mac1 fbg inh	ERa SRC1 pot	ERa SRC1 inh	CYP2C19 activ	H69AR growth 86K	Fibroblast inh
1	CC1CC(C)CN(c2oc(-c3ccccc3Cl)nc2C#N)C1 (stereo not drawn)	91	-13	4	40	123[fluorescence artefact?]	-6	1.1	75	91
2	CC(C)(C)OC(=O)NC(CCCCNC=O)C(=O)O (stereo not drawn)	108	-2	-2	10	114	-6	1	105	94
3	O=C(CS(=O)(=O)c1ccccc1)N1CCCCCC1	88	-3	14	-22	94	-7	1	103	98
4	CCOC(=O)c1c(C)c(C(=O)N2CCc3ccccc3C2)c(C)n1CC	70	86*	-2	6	97[fluorescence artefact?]	6	0.1	16*	92
5	N#CCCN1CCN(Cc2cc(-c3ccccc3)ccc2O)CC1	95	16	-6	-4	125	46	0.8	81	98
6	COc1ccc(CC(=O)Nc2ccc3c(c2)OCO3)cc1S(=O)(=O)N1CCOCC1	104	-4	-1	8	117	-1	1	81	102
7	Cc1cc(NC(=O)CSc2nc(-c3cccs3)cc(C(F)(F)F)n2)no1	42	-21	0	-17	120	30[fluorescence artefact?]	1.2	29*	53
8	CCOC(=O)c1c(NC(=O)C2COc3ccccc3O2)sc(C)c1C (stereo not drawn)	96	.	.	.	104	-8	.	79	.
9	CC(=O)NCc1ccc(C(=O)CSc2nnc(-c3ccncc3)n2Cc2ccccc2)o1	89	.	.	.	84[fluorescence artefact?]	31	.	97	95
10	COc1ccc(C(=O)Cn2nnc(-c3ccccc3NC(=O)c3ccco3)n2)cc1	74	10	-2	10	177	9	0.9	60	91
11	COC(=O)c1[nH]c2cc(OC)c(OC)cc2c1NC(=O)c1cccc(OC)c1	71	6	-1	7	110	-6	0.9	53	104
12	NCCCCCc1nnc(SCc2ccc(Cl)cc2Cl)o1	97	61*	6	2	95	-9	0.4	91	105
13	COc1ccc(Cc2nn3c(-c4cc(OC)c(OC)c(OC)c4)nnc3s2)cc1	86	69*	.	.	101	10	0.3	77	96
14	CCOC(=O)C(NCCCO)c1ccccc1 (stereo not drawn)	91	6	-2	1	114	-3	0.9	94	104
15	COc1cccc(CN(Cc2ccco2)C(c2ccc(F)cc2)c2nnnn2C(C)(C)C)c1 (stereo not drawn)	99	44	-2	10	92	-14[fluorescence artefact?]	0.6	90	96

# From compound 1 as far as 11, copied from above:
item	compound	HUVEC prolif 384	CYP2C19 inh	Mac1 fbg enh	Mac1 fbg inh	ERa SRC1 pot	ERa SRC1 inh	CYP2C19 activ	H69AR growth 86K	Fibroblast inh
1	CC1CC(C)CN(c2oc(-c3ccccc3Cl)nc2C#N)C1 (stereo not drawn)	91	-13	4	40	123[fluorescence artefact?]	-6	1.1	75	91
2	CC(C)(C)OC(=O)NC(CCCCNC=O)C(=O)O (stereo not drawn)	108	-2	-2	10	114	-6	1	105	94
3	O=C(CS(=O)(=O)c1ccccc1)N1CCCCCC1	88	-3	14	-22	94	-7	1	103	98
4	CCOC(=O)c1c(C)c(C(=O)N2CCc3ccccc3C2)c(C)n1CC	70	86*	-2	6	97[fluorescence artefact?]	6	0.1	16*	92
5	N#CCCN1CCN(Cc2cc(-c3ccccc3)ccc2O)CC1	95	16	-6	-4	125	46	0.8	81	98
6	COc1ccc(CC(=O)Nc2ccc3c(c2)OCO3)cc1S(=O)(=O)N1CCOCC1	104	-4	-1	8	117	-1	1	81	102
7	Cc1cc(NC(=O)CSc2nc(-c3cccs3)cc(C(F)(F)F)n2)no1	42	-21	0	-17	120	30[fluorescence artefact?]	1.2	29*	53
8	CCOC(=O)c1c(NC(=O)C2COc3ccccc3O2)sc(C)c1C (stereo not drawn)	96	.	.	.	104	-8	.	79	.
9	CC(=O)NCc1ccc(C(=O)CSc2nnc(-c3ccncc3)n2Cc2ccccc2)o1	89	.	.	.	84[fluorescence artefact?]	31	.	97	95
10	COc1ccc(C(=O)Cn2nnc(-c3ccccc3NC(=O)c3ccco3)n2)cc1	74	10	-2	10	177	9	0.9	60	91
11	COC(=O)c1[nH]c2cc(OC)c(OC)cc2c1NC(=O)c1cccc(OC)c1	71	6	-1	7	110	-6	0.9	53	104

# (next part)
item	compound	HUVEC prolif 384	CYP2C19 inh	Mac1 fbg enh	Mac1 fbg inh	ERa SRC1 pot	ERa SRC1 inh	CYP2C19 activ	H69AR growth 86K	Fibroblast inh
16	CCOC(=O)C1CCCN(Cc2c(F)cccc2Cl)C1 (stereo not drawn)	101	62*	1	4	105	-2	0.4	93	111
17	O=C(Cn1nnc(-c2ccc(Cl)cc2)n1)NCC1CCCCC1	87	45	1	12	122	-5	0.5	87	91
18	CCOC(=O)C(CC)n1nc(C)n2c(cc3sccc32)c1=O (stereo not drawn)	93	31	2	-1	93	-4	0.7	95	90
19	COc1ccc(-c2nc(N)n(C(C)=O)n2)cc1	100	35	-6	-11	109	-14[fluorescence artefact?]	0.6	96	102
20	Cc1ccc(N2C(=O)[C@@H]3Cc4ccccc4CN3C2=O)cc1	104	3	-3	-13	119	-6	1	95	95
21	COc1cc(C2=Nc3c(c(C)nn3-c3ccccc3)P(=O)(N3CCOCC3)O2)cc(OC)c1OC (stereo not drawn)	108	15	-4	-53	106	7	0.8	98	104
22	CC(=O)NC(CCS(C)(=O)=O)C(=O)Nc1cccc(C)c1 (stereo not drawn)	101	16	-1	7	116[fluorescence artefact?]	-1	0.8	90	104
23	CCn1c(SCC(=O)N2CCCCC2C)nnc1-c1ccc(S(=O)(=O)N2CCN(C)CC2)cc1 (stereo not drawn)	94	2	-5	-3	66	3	1	106	95
24	CCCOc1cccc(C(=O)Nc2nnn(CCC)n2)c1	100	58*	-6	-13	114	0	0.4	64	100
25	COc1ccc(OC)c(C2SCCN2S(C)(=O)=O)c1 (stereo not drawn)	96	7	-2	-8	106	3	0.9	118	102
26	Cc1ccc(N(CC(N)=O)C2SC(=O)NC2=O)cc1 (stereo not drawn)	94	.	.	.	115	-2[fluorescence artefact?]	.	78	104
27	Cc1cccc(OCC(=O)N/N=C/c2cn[nH]c2-c2ccc(Cl)c(Cl)c2)c1	.	22	42	8	.	.	0.8	.	.
28	Cc1cccc(N2CCN(c3nc4ccccc4n4cnnc34)CC2)c1C	67	-1	1	-3	54	54*	1	54	87
29	N/C(=N\OC(=O)/C=C/c1ccccc1)c1ccccc1	83	16	-3	-14	92	-4	0.8	39*	105
30	Cc1ccccc1-n1c(SCC(=O)N2CCCC2)nnc1-c1ccccn1	100	21	-2	22	111	3[fluorescence artefact?]	0.8	100	100
31	CN(C)C(=O)N1CCCC(C(=O)NCc2cccs2)C1 (stereo not drawn)	104	45	.	.	143[fluorescence artefact?]	-3	0.6	101	98
32	CC(C)OC(=O)CCCCCN1C(=O)CSC1=S	85	99*	-1	-29	99	-4	0	94	100
33	O=C(NCCCc1ccccc1)c1cnc2n(c1=O)CCS2	98	83*	0	3	95	32	0.2	96	105
34	N#CC(c1cccc(Cl)c1)c1ccc2c(C(F)(F)F)cc(C(F)(F)F)nc2n1 (stereo not drawn)	14*	29	-9	96	96	-7	0.7	4.3*	20*
35	COc1ccc(CC(NC(C)=O)C(=O)NC2CCN(C(=O)c3cnccn3)CC2)cc1 (stereo not drawn)	111	-2	.	.	93	-3	1	85	112
36	Cc1cnc(N)c2c(=O)oc3ccccc3c12	91	-5	-3	-6	108	-4	1	75	81
37	O=C(NCc1ccc(Cl)cc1)c1cccnc1	80	66*	0	-8	98	-1	0.3	93	91
38	O=C(Cn1c(=O)n(Cc2ccco2)c(=O)c2c3c(sc21)CCCCC3)Nc1ccccc1	105	3	58	-13	56[fluorescence artefact?]	73*	1	88	93
39	Nc1nnc(Cc2c[nH]c3ccccc23)s1	88	31	2	-2	117	-23	0.7	85	97
40	CCC(=O)Nc1cc(-c2nn(C)c(=O)c3ccccc23)ccc1OC	.	40	0	6	.	.	0.6	.	.
41	N#Cc1nc(-c2ccccc2Cl)oc1NCc1ccco1	99	64*	.	.	112	-4[fluorescence artefact?]	0.4	79	94
42	Cc1cc(N2CCN(C)CC2)nc(N2CCOCC2)n1	89	6	-1	-50	95	0	0.9	91	102
43	Cc1ccc2c(c1)[nH]c1c(=O)n(CCC3=CCCCC3)cnc12	.	55*	3	4	.	.	0.4	.	.
44	Cc1cc(C(F)(F)F)c(C#N)c(SCC(=O)NC2CC2)n1	103	14	-1	-9	116	-3	0.9	90	105
45	COC(=O)c1ccc(CC(=O)c2c(C)cc(O)cc2O)o1	107	93*	-8	-3	75	35	0.1	93	108
46	CCOC(=O)c1sc2ncnc(N3CCN(c4ccc(OC)cc4)CC3)c2c1C	.	15	-1	10	.	.	0.8	.	.
47	CCOC(=O)N1CCN(C(c2ccccc2)c2sc3nc(C)nn3c2O)CC1 (stereo not drawn)	98	.	.	.	107	2	.	94	93
48	CN(C)CCCNC(=O)CCC1CCCCC1	92	-14	2	-43	109	-2	1.1	91	100
49	COc1ccccc1N1CCN(C(=O)COc2ccc(Cl)cc2Br)CC1	68	54*	-2	6	103	9	0.5	17*	97
50	CCn1c(=O)c2ccccc2n2c(SCC(=O)N3CCc4ccccc4C3)nnc12	.	-4	-3	2	.	.	1	.	.
51	CCOC(=O)c1c(NC(=O)CC2SC(=NC)N(C)C2=O)sc(C)c1C (stereo not drawn)	.	34	3	6	.	.	0.7	.	.
52	O=C(Nc1nc2ccccc2n1Cc1ccccc1)c1ccco1	72	-26	-1	-4	102	6	1.3	41	71
53	CCOc1ccc(Cl)cc1CN1CCOCC1	103	20	-3	0	85	-7	0.8	99	101
54	O=C(COc1ccc(S(=O)(=O)N2CCOCC2)cc1)NC1CCCC1	97	7	1	24	125	11[fluorescence artefact?]	0.9	90	96
55	CCCCCCn1c(CN2CCCCC2CC)nc2c1c(=O)n(C)c(=O)n2C (stereo not drawn)	108	6	2	-68	92	-4	0.9	79	94
56	CCOc1ccccc1NC(=O)Cn1nnc(-c2ccc(OCC)c(OCC)c2)n1	55	89*	0	-5	107[fluorescence artefact?]	53*[fluorescence artefact?]	0.1	3.5*	73
57	Cc1nc2cc(NC(=O)N(C)c3ccc4ccccc4c3)ccc2o1	101	37	0	-12	92[fluorescence artefact?]	6	0.6	89	96
58	Cc1ccccc1-c1nc(CN2CCC(C(=O)NCc3cccs3)CC2)c(C)o1	78	31	-2	-11	89	-2	0.7	79	100
59	COc1ccc(N(CC(=O)NC2CCCCCCC2)S(=O)(=O)c2c(C)nn(C)c2C)cc1	83	43	-2	-15	103	1	0.6	95	92
60	CCOC(=O)C(C)Sc1ncc(-c2ccc(Cl)cc2)cn1 (stereo not drawn)	.	18	4	-7	.	.	0.8	.	.
